NCI-60 one-dose screen, 48 h, at 10 µM unless noted. Numbers give growth in % (100 = growth as untreated, 0 = no growth, -100 = all killed).
LOX IMVI = LOX IMVI melanoma; AID 1794757; 79,000 tested, 7.4% active
MDA-MB-231 = MDA-MB-231 breast cancer; AID 1794789; 81,000 tested, 5% active
HS 578T = HS 578T breast cancer | 78,000 tested, 4.1% active
T-47D = T-47D breast cancer; 79,000 tested, 5% active
MDA-MB-468 = MDA-MB-468 breast cancer | 78,000 tested, 8.5% active
K-562 = K-562 leukemia; 78,000 tested, 7.4% active
MCF7 = MCF7 breast cancer; 82,000 tested, 6.3% active; AID 1794796
BT-549 = BT-549 breast cancer; AID 1794793; 78,000 tested, 4.4% active
* = called active by the depositor; . = no result given; & = joins results of further samples. Rule for the calls: active = growth percent below 10; inactive = the rest. Random draw from the library. Share with any hit: about 12%.

canonical_smiles	LOX IMVI	MDA-MB-231	HS 578T	T-47D	MDA-MB-468	K-562	MCF7	BT-549
Cc1nn(-c2ccccc2)c(-n2ccnc2)c1/C=N/NC(N)=S	.	88.0	90.1	94.4	89.0	104.3	93.8	99.4
COc1ccc2c(c1)C(=O)CC(c1ccccc1)O2 (stereo not drawn)	108.9	107.5	117.2	109.4	109.9	.	104.1	96.6
COC(=O)C1(Cc2ccccc2)CC(=O)N1C[C@H](Cc1ccccc1)N(Cc1ccccc1)Cc1ccccc1 (stereo partly drawn)	44.3	66.9	71.0	15.1	23.6	22.5	39.7	69.2
CCCn1c(=O)c2c(nc(-c3cccc(OCCCCl)c3)n2C)n(CCC)c1=O	48.5	36.2	31.4	15.8	23.6	92.6	84.6	67.9
COC(=O)[C@@H](Cc1c[nH]c2ccccc12)NC(=O)[C@@H](C)NCc1ccc2[nH]ccc2c1	96.5	82.9	84.7	89.2	101.6	91.4	92.4	93.2
CC(C)(C)c1nn(-c2ccccc2)c2c1COCN2Cc1ccc(Cl)cc1	85.0	95.1	86.2	73.6	89.0	47.5	80.1	121.6
CCSc1nnc2c(C)nc3ccccc3n12	97.8	87.9	86.1	81.0	89.5	100.4	76.6	105.9
CSc1ccccc1N	102.3	101.9	99.1	108.8	108.6	80.9	104.4	108.8
Nc1ccc(C(=O)/C=C/c2ccccc2)cc1	84.9	98.2	106.2	.	87.4	14.3	73.3	61.1
CN(N=O)c1ccc(CC2CCc3ccccc32)cc1 (stereo not drawn)	93.8&104.4	98.7&98.5	107.3&97.5	83.7&97.1	85.7	78.7&73.7	87.6&97.4	94.1&99.2
CCCCc1nc(Cl)c(C2CC(c3ccc(OC)cc3)=NN2C=O)[nH]1 (stereo not drawn)	98.1	94.4	98.8	85.2	83.9	85.1	86.6	96.1
O=C(Nc1ccccc1C(=O)N/N=C/c1cc2ccccc2cn1)c1ccccc1	72.1	69.5	98.5	66.5	75.9	56.8	60.1	91.9
c1ccc(CNCCNCCNCc2ccccc2)cc1	105.4	98.5	115.5	90.6	104.4	89.3	102.8	.
CC1Sc2[nH]c(=O)sc2C2c3cc(Cl)ccc3OC(=O)C12 (stereo not drawn)	122.2	109.6	109.5	98.4	115.3	97.7	98.7	126.3
Clc1ccc(N/N=C/c2ccc(-n3cccn3)cc2)cc1	92.6	96.4	117.4	92.9	117.7	94.6	88.1	94.4
CC/C(=C\C(=O)O)C(=O)O	106.8	97.5	89.0	106.3	106.2	90.6	99.6	100.5
Cc1cc(-c2nc3ccccc3s2)ccc1NC(=O)COc1ccc(Cl)cc1	94.5	96.9	116.5	18.9	-39.0*	93.7	17.5	104.9
N#CCCCCCCCCC(=O)O	97.8	121.6	.	93.7	110.2	105.9	104.2	101.6
CCCCCCCCCCCCCCCCCCOc1ccccc1CC(=O)NCC[N+]1(C)CCCCC1	53.6	36.6	61.8	75.3	7.4*	34.2	53.3	74.9
CCC(CO)[N+](=O)[O-] (stereo not drawn)	100.7	95.4	99.4	89.6	92.0	96.9	88.6	104.6

Given with each value named: part of the list above.
> Cc1cc(-c2nc3ccccc3s2)ccc1NC(=O)COc1ccc(Cl)cc1
  LOX IMVI: 94.5
  MDA-MB-231: 96.9
  HS 578T: 116.5
  T-47D: 18.9
  MDA-MB-468: -39.0*
  K-562: 93.7
  MCF7: 17.5
  BT-549: 104.9

> N#CCCCCCCCCC(=O)O
  LOX IMVI: 97.8
  MDA-MB-231: 121.6
  HS 578T: .
  T-47D: 93.7
  MDA-MB-468: 110.2
  K-562: 105.9
  MCF7: 104.2
  BT-549: 101.6

> CCCCCCCCCCCCCCCCCCOc1ccccc1CC(=O)NCC[N+]1(C)CCCCC1
  LOX IMVI: 53.6
  MDA-MB-231: 36.6
  HS 578T: 61.8
  T-47D: 75.3
  MDA-MB-468: 7.4*
  K-562: 34.2
  MCF7: 53.3
  BT-549: 74.9

Carrying on.
canonical_smiles	LOX IMVI	MDA-MB-231	HS 578T	T-47D	MDA-MB-468	K-562	MCF7	BT-549
OC(c1ccc(Cl)cc1)(c1ccc(Cl)cc1)C(F)(Cl)Cl	81.0	95.3	94.3	89.4	93.6	74.1	106.8	103.7
C#CCNc1ccc2c(c1)C(O)(CC#N)C(=O)N2 (stereo not drawn)	94.0	98.2	102.4	100.4	100.7	99.1	92.7	105.2
COc1cc2nc(SCC(=O)Nc3cc(OC)c(OC)c(OC)c3)n(-c3ccccc3)c(=O)c2cc1OC	91.6	84.3	64.9	85.1	.	.	96.9	87.7
C[C@H]1[C@H](C)CC[C@]2(C(=O)NCCNCCN)CC[C@]3(C)C(=CC[C@@H]4[C@@]5(C)CCC(=O)C(C)(C)[C@@H]5CC[C@]43C)[C@H]12	-76.7*	52.9	72.5	39.8	34.0	-9.3*	12.6	92.3
Cc1ccc(-c2cc(-c3cnn(-c4ccccc4)n3)nc(N)n2)cc1	95.7	96.3	100.4	91.5	99.7	.	89.2	117.0
CCC(CCNC(=O)c1ccccc1)(CCNC(=O)c1ccccc1)[N+](=O)[O-]	95.1	104.3	97.6	84.7	97.6	104.7	91.7	91.0
O=C(O)c1cn(C2CC2)c2cc(N3CCN(C(=O)N4CCOCC4)CC3)c(F)cc2c1=O	87.1	104.0	119.3	109.8	102.9	114.5	102.7	95.7
O=c1[nH]c(=O)n(C2OC(CF)C(O)C2O)cc1Br (stereo not drawn)	107.3	121.6	124.4	103.2	.	109.7	92.5	105.4
COc1ccc(Cn2ccc3c2-c2oncc2CCC3)cc1	95.2	91.4	98.6	81.7	83.6	86.7	89.6	102.2
COC1O[C@@H]2O[C@]3(C)CC[C@H]4[C@H](C)CC[C@@H]([C@H]1C)[C@@]24OO3 (stereo partly drawn)	99.5	107.0	101.3	90.9	114.7	.	97.9	103.0
COc1ccc(-c2nc3c(c(=O)n2C(C)=O)C(c2ccc(Cl)cc2)c2sc4c(Cl)cccc4c2O3)cc1 (stereo not drawn)	-49.6*	-41.2*	-15.6*	11.9	5.8*	2.5*	4.6*	-26.9*
Cc1ccc2c(c1)Sc1ccc3ccccc3c1N2	110.5	75.2	80.8	67.2	.	21.7	63.7	83.7
Nc1c(O)c(Cl)cc(Cl)c1Cl	82.2	78.2	.	72.4	.	98.6	79.1	85.0
COC(=O)c1ccc2oc(NC(=O)c3ccc(Nc4ccc([N+](=O)[O-])cc4C)c([N+](=O)[O-])c3)nc2c1	99.7	105.3	93.2	96.0	101.5	104.2	97.6	110.5
Cc1sc2c(=O)[nH]c(N3CCOCC3)nc2c1C	95.3	104.3	95.7	90.6	88.4	102.9	103.7	93.9
O=C(/C=C/c1ccc(C(F)(F)F)cc1)c1ccc(Nc2nc(NCCO)nc(NCCO)n2)cc1	-44.2*	71.0	.	37.2	19.9	11.7	13.1	21.3
Nc1ccc(S(=O)(=O)c2ccc(NO)cc2)cc1	99.5	98.3	97.0	96.9	.	91.8	95.1	80.0
N#CCCNN	78.3	101.4	104.6	100.1	112.6	113.1	101.7	96.3
CCOC(=O)c1ccccc1Cc1ccc(OC)cc1	99.4	91.4	107.5	88.3	103.9	81.7	97.6	90.4
CCN(CC)CCN(C(=O)C1c2ccccc2Oc2ccccc21)c1ccccc1	89.1	66.6	79.5	106.5	85.9	109.3	95.3	89.5

(listing goes on)
canonical_smiles	LOX IMVI	MDA-MB-231	HS 578T	T-47D	MDA-MB-468	K-562	MCF7	BT-549
Nc1sc2c(c1-c1nnc(-c3ccccc3)o1)CCCC2	85.1	85.7	95.5	61.8	70.8	93.2	62.7	97.9
COc1ccc(-c2nc3ccc(-c4nnc(SCC(=O)Nc5ccc(OC)c(OC)c5)o4)cc3[nH]2)cc1	111.7	104.8	103.2	80.9	101.5	81.4	86.3	98.5
Cc1nc2n(c1C(=O)N1CCCCC1)CCS2(=O)=O	92.1	95.8	104.5	106.0	.	62.3	107.5	97.3
CS(=O)(=O)c1ccc2c(c1)c1c(n2S(=O)(=O)c2ccc(Cl)cc2)CCCC1=O	95.1	96.3	102.0	93.1	91.4	.	82.4	103.0
CCc1nnc(Nc2ccc(C)cc2)o1	97.1	103.6	104.8	93.4	103.7	91.2	94.9	.
COc1cc(C2Cc3c(nn(-c4ccc(C)cc4)c(=O)c3C#N)C(O)=C2[N+](=O)[O-])cc(OC)c1OC (stereo not drawn)	79.7	61.2	81.5	81.5	89.9	.	83.6	101.5
CN(C)c1ccc(/C=C2\c3ccccc3-c3ccc([N+](=O)[O-])cc32)cc1	100.1	88.0	112.4	92.3	88.0	101.3	93.7	111.0
O=C1c2ccccc2C(=O)N1CC(O)COc1cccc2ccccc12 (stereo not drawn)	102.5	104.8	90.8	95.0	102.0	99.3	95.3	100.3
Cn1ccc2cc(NC(=O)CN=[N+]=[N-])ccc21	103.4	96.8	108.7	95.8	108.3	97.5	91.8	92.4
CCOC(=O)c1c(NCC(=O)Nc2ccccc2Cl)sc2c1CCCC2	90.0	92.0	84.7	75.4	95.6	98.0	91.0	95.3
CN1CCN(Cc2ccc(/C=N/Nc3ccnc4cc(Cl)ccc34)cc2)CC1	15.3	71.5	89.3	103.3	77.1	4.8*	54.7	122.7
O=C1Nc2ccc(Cl)cc2/C1=N/N=C/c1coc2ccc(F)cc2c1=O	92.9	93.5	93.2	81.0	113.6	88.8	74.7	104.2
NC1=NC(c2ccccc2)CC(=O)N1 (stereo not drawn)	99.3	101.9	107.9	118.3	.	101.8	97.9	101.9
N#CCNc1ccc(N)cc1	95.9	114.8	125.1	92.0	113.3	103.7	92.4	87.5
COc1ccc(C2C=C(c3ccc(OC)c(OC)c3)N=C3SC=C(C)N32)c(Br)c1 (stereo not drawn)	108.7	111.7	116.1	98.3	95.9	96.5	94.5	99.0
CN(C)S(=O)(=O)c1ncc2[nH]cnc2n1	104.0	102.0	105.7	95.9	127.5	91.6	95.3	95.1
OCc1ccc(Cl)cc1Cl	100.0	103.1	99.6	97.4	90.3	92.5	100.7	103.0
O=C(Oc1c(Cl)cc(Cl)cc1[N+](=O)[O-])c1ccccc1Cl	99.0	101.8	116.9	117.5	127.8	68.5	106.8	104.2
Cc1cccc(OCC(O)CN2CCOCC2)c1 (stereo not drawn)	92.7	134.3	105.9	105.9	102.5	88.2	103.7	.
Cc1ccc2[nH]c3nc4cc(N5CCC(N6CCOCC6)CC5)cnc4c(C)c3c2c1	99.8	99.3	97.4	85.8	101.8	84.2	83.5	92.5

Shown with values under each structure: 3 of the compounds above
Sequence of screens – LOX IMVI | MDA-MB-231 | HS 578T | T-47D | MDA-MB-468 | K-562 | MCF7 | BT-549
> COc1ccc(C2C=C(c3ccc(OC)c(OC)c3)N=C3SC=C(C)N32)c(Br)c1 (stereo not drawn)
→ 108.7 | 111.7 | 116.1 | 98.3 | 95.9 | 96.5 | 94.5 | 99.0
> CN(C)S(=O)(=O)c1ncc2[nH]cnc2n1
→ 104.0 | 102.0 | 105.7 | 95.9 | 127.5 | 91.6 | 95.3 | 95.1
> OCc1ccc(Cl)cc1Cl
→ 100.0 | 103.1 | 99.6 | 97.4 | 90.3 | 92.5 | 100.7 | 103.0

Remaining list, next part.
canonical_smiles	LOX IMVI	MDA-MB-231	HS 578T	T-47D	MDA-MB-468	K-562	MCF7	BT-549
O=C1C2=C(Nc3ccccc3N2)OC1c1ccc2c(c1)OCO2 (stereo not drawn)	94.4	112.7	87.4	93.4	110.6	90.2	98.0	87.4
Cc1c(C(=O)Nc2ccc3ccccc3n2)cnn1-c1ccccc1Br	36.3	69.1	75.3	34.3	38.9	29.5	65.1	72.1
COc1ccc(CCNC(=S)NCCc2ccc(OC)c(OC)c2)cc1OC	88.9	104.9	104.2	90.6	67.3	88.0	95.5	100.9
COc1ccc(C(=O)C(O)c2ccc(OC)cc2)cc1 (stereo not drawn)	98.4&96.4	111.8&104.2	102.2&112.2	92.8&103.2	96.3&101.4	102.7&101.2	98.1&96.7	98.9&109.3
Fc1ccc2c(CN3CCO[C@H](COc4cccc(F)n4)C3)c[nH]c2c1	96.9	99.1	91.1	89.0	104.1	89.4	98.0	103.4
COc1cc(/C=C/C(=O)c2c(-c3ccc(F)cc3)nc3sc(C)nn23)cc(OC)c1OC	-19.7*	7.9*	50.1	-8.4*	23.9	2.5*	14.3	12.0
